Compound activity: PubChem BioAssay, National Center for Advancing Translational Sciences (NCATS)
GAA spleen mod: qHTS Assay for Inhibitors and Activators of Human alpha-Glucosidase From Spleen Homogenate; Lysosomal alpha-glucosidase (Homo sapiens), P10253; human spleen homogenate, 4-MU-alpha-glucoside fluorescence; Potency, µM (titrated, usually from 79.9 µM), without a hit: top-dose activity change, negative = inhibition, usual class: inhibitors; 240,000 compounds, 0.006% hits; active = well fitted inhibition curve with a large enough effect;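 note: 0% = enzyme with vehicle and -100% = no enzyme basal signal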
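Enzyme source: human spleen homogenate, 1 ug/well. Buffer 50 mM citric acid/K phosphate pH 5.0, 0.01% Tween-20. 4-MU-alpha-glucoside 1 mM; 37 C x 40 min; NaOH/glycine stop; fluorescence.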
Starred values were filed as active, the others as inactive; & = joins results of further samples. Potency is the fitted concentration of half-maximal effect. These rows are one share of the data, so the mix of outcomes need not match the whole.

COc1cc(C(CC(=O)N2CCOCC2)c2c(OC)cc(OC)c3c(-c4ccccc4)cc(=O)oc23)cc(OC)c1OC (stereo not drawn)
  GAA spleen mod = -5%

OC[C@H]1OC(O)[C@@H](O)[C@@H](O)[C@H]1O (stereo partly drawn)
  GAA spleen mod = 11%

CCOC(=O)CN(C)C(=O)C1CCCN1C(=O)OC(C)(C)C (stereo not drawn)
  GAA spleen mod = -7%

Cc1ccc(SCC(CC(C)C)N2CCN(CCc3ccccc3)CCC2=O)cc1 (stereo not drawn)
  GAA spleen mod = -5%

CCN(CC)c1ccc(C(=C2C=CC(=[N+](CC)Cc3cccc(S(=O)(=O)[O-])c3)C=C2)c2ccc(N(CC)Cc3cccc(S(=O)(=O)O)c3)cc2)cc1
  GAA spleen mod = 0%

COc1ccc(C2=Nn3c(nnc3-c3ccc(OC)c(OC)c3)SC2)c(OC)c1
  GAA spleen mod = -12%

CCc1c2c(nc3ccc(O)cc13)-c1cc3c(c(=O)n1C2)COC(=O)[C@]3(O)CC
  GAA spleen mod = -1%

CC(C)(C)c1ccc(N2C[C@@H](COc3ccc(C(=O)O)cc3)CC2=O)cc1
  GAA spleen mod = -5%

CC(=O)Nc1ccn(C2OC(C(COC(C)=O)NC(=O)C(COCc3ccccc3)NC(=O)OC(C)(C)C)C(OC(C)=O)C2OC(C)=O)c(=O)n1 (stereo not drawn)
  GAA spleen mod = 6%

COC(=O)CN1C(=O)[C@@H]2[C@H](C1=O)[C@@H]1CC(C(=O)OC)=C[C@@H](C(=O)OC)C3C1=C(C(=O)[C@]3(C)NC(=O)c1ccccc1)[C@@H]2C (stereo partly drawn)
  GAA spleen mod = -4%

OC[C@@H]1OC(O)[C@@H](O)[C@H](O)[C@@H]1O (stereo partly drawn)
  GAA spleen mod = -2%

COC(=O)C1=C[C@@H](C(=O)OC)[C@@H]2C3=C(C(=O)C2(C)C)[C@H](C)n2c(=O)n(-c4ccccc4)c(=O)n2[C@@H]3C1
  GAA spleen mod = -2%

Nc1ncc(O)c(N)n1
  GAA spleen mod = 6%

COc1ccc(C2=Nn3c(nnc3-c3cc(OC)ccc3OC)SC2)cc1
  GAA spleen mod = 8%

CC(=O)Nc1ccn(C2CC3OCC(NC(=O)C(Cc4ccccc4)NC(=O)OC(C)(C)C)C3O2)c(=O)n1 (stereo not drawn)
  GAA spleen mod = -10%

Nc1ccc2oc(=O)ccc2c1I
  GAA spleen mod = 3%

CC1CCC(C(C)C)C(P(=O)(c2ccccc2)c2ccccc2)C1 (stereo not drawn)
  GAA spleen mod = -2%

NC(=O)[C@@H]1CCCN1C(=O)C(Cc1cnc[nH]1)NC(=O)C1CCC(=O)N1 (stereo partly drawn)
  GAA spleen mod = -5%

OCc1cccc(Cl)c1Cl
  GAA spleen mod = -8%

CC[C@H](C)[C@H](N)C(=O)N[C@@H](CCCCN)C(=O)N[C@H](C(=O)N[C@@H](C)C(=O)N[C@H](C(=O)O)C(C)C)C(C)C
  GAA spleen mod = -6%

COc1ccc(C2C=C3CNS(=O)(=O)C3CC2OC(=O)c2ccc(C(F)(F)F)cc2)cc1 (stereo not drawn)
  GAA spleen mod = -4%

Cc1cc(CNC(=O)C2(C(F)(F)F)C/C(=C\Cc3ccccc3)CCCO2)nn1C (stereo not drawn)
  GAA spleen mod = 1%

COC(=O)C1=C(C)NC(C)=C(C(=O)NCCCN2CCC(c3ccccc3)(c3ccccc3)CC2)C1c1ccc([N+](=O)[O-])cc1 (stereo not drawn)
  GAA spleen mod = 2%

CCC1CCCCC1
  GAA spleen mod = -10%

O=C(O)c1ccc(S(=O)(=O)N[C@H](Cc2ccc(O)cc2)C(=O)O)cc1
  GAA spleen mod = 5%

Overlap with the part before: four compounds, followed by the next part.
Cc1cc(CNC(=O)C2(C(F)(F)F)C/C(=C\Cc3ccccc3)CCCO2)nn1C (stereo not drawn)
  GAA spleen mod = 1%

COC(=O)C1=C(C)NC(C)=C(C(=O)NCCCN2CCC(c3ccccc3)(c3ccccc3)CC2)C1c1ccc([N+](=O)[O-])cc1 (stereo not drawn)
  GAA spleen mod = 2%

CCC1CCCCC1
  GAA spleen mod = -10%

O=C(O)c1ccc(S(=O)(=O)N[C@H](Cc2ccc(O)cc2)C(=O)O)cc1
  GAA spleen mod = 5%

COc1ccc(-c2ccc(C3C4C=CCC(C)C4C(=O)N3Cc3ccccc3)c(F)c2)cc1 (stereo not drawn)
  GAA spleen mod = 3%

O=S(=O)(Oc1ccc(Cl)cc1)c1ccccc1
  GAA spleen mod = -1%

O=C(Nc1cc(C(=O)Nc2ccc(S(=O)(=O)O)cc2)cc(C(=O)Nc2ccc(S(=O)(=O)O)cc2)c1)Nc1cc(C(=O)Nc2ccc(S(=O)(=O)O)cc2)cc(C(=O)Nc2ccc(S(=O)(=O)O)cc2)c1
  GAA spleen mod = -10%

C=C[C@@H]1[C@@H](C)[C@H](C)C(=O)C([C@H](O)C(C)C)[C@@H]1C (stereo partly drawn)
  GAA spleen mod = -3%

CCOc1ccccc1-c1nnc2n1N=C(c1cc(OC)ccc1OC)CS2
  GAA spleen mod = 1%

CN(C)CCCOc1c2ccccc2n(Cc2ccccc2)[n+]1[O-]
  GAA spleen mod = 4%

C=C(C)C(=O)OCCO
  GAA spleen mod = 0%

Cc1ccc(F)cc1-c1ccc(C(=O)N=C(N)N)o1
  GAA spleen mod = 7%

COc1cc(-c2oc3cc(O)cc(O)c3c(=O)c2O)ccc1O
  GAA spleen mod = -16%&-3%

C[C@H](NCc1ccccc1)c1ccccc1
  GAA spleen mod = 6%

COC(=O)C1=C[C@@H](C(=O)OC)C2C3=C(C(=O)[C@]2(C)NC(=O)c2ccccc2)[C@H](C)[C@@H]2C(=O)N(C)C(=O)[C@@H]2[C@@H]3C1 (stereo partly drawn)
  GAA spleen mod = 14%

CC[C@H](C)[C@H](NC(=O)[C@H](CC(=O)O)NC(=O)[C@H](CC(C)C)NC(=O)[C@H](NC(C)=O)C(c1ccccc1)c1ccccc1)C(=O)N[C@H](C(=O)N[C@@H](Cc1c[nH]c2ccccc12)C(=O)O)[C@@H](C)CC
  GAA spleen mod = 3%

C=C1CC2COC(=O)C2(Cc2ccc3ccccc3c2)C1 (stereo not drawn)
  GAA spleen mod = 3%

COc1cc(/C=C/C(=O)c2ccc(O)cc2O)ccc1O
  GAA spleen mod = -2%

OCCCc1ccccc1
  GAA spleen mod = -2%

C=C1CN(C(C(=O)OC)C(C)C)S(=O)(=O)c2ccc(F)cc21 (stereo not drawn)
  GAA spleen mod = -1%

COc1ccc(C2=Nn3c(nnc3-c3cccc(OC)c3)SC2)cc1
  GAA spleen mod = -2%

CCOP(=O)(OCC)C(=Cc1cc(C(C)(C)C)c(O)c(C(C)(C)C)c1)P(=O)(OCC)OCC
  GAA spleen mod = 0%

O=C(NCc1ccccc1)[C@]1(C(F)(F)F)C[C@H](CCC2CCCCC2)CCCO1
  GAA spleen mod = 1%

O=C(O)CCc1c(C(=O)O)[nH]c2cc(Cl)cc(Cl)c12
  GAA spleen mod = -10%

O=C(NCCN1CCOCC1)C1(C(F)(F)F)C/C(=C\CCO)CCCO1 (stereo not drawn)
  GAA spleen mod = 1%

O=C1CN(Cc2ccccc2)S(=O)(=O)c2ccccc21
  GAA spleen mod = 4%

CC(C)[C@H](N)C(=O)N[C@@H](CCC(N)=O)C(=O)NCC(=O)N[C@@H](CCC(=O)O)C(=O)N[C@@H](CCC(=O)O)C(=O)N[C@@H](CO)C(=O)N[C@@H](CC(N)=O)C(=O)N[C@@H](CC(=O)O)C(=O)N[C@@H](CCCCN)C(=O)O
  GAA spleen mod = 7%

CC(C)(C)OC(=O)N1CCCC1C(=O)NC1COC2CC(n3ccc(=O)[nH]c3=O)OC12 (stereo not drawn)
  GAA spleen mod = -6%

CC(C)C[C@H](NC(=O)c1ccc(NCc2cnc[nH]2)cc1-c1cccc2ccccc12)C(=O)O
  GAA spleen mod = -9%

Single entries from the list:
CN(C)CCCOc1c2ccccc2n(Cc2ccccc2)[n+]1[O-] – GAA spleen mod: 4%
COc1cc(/C=C/C(=O)c2ccc(O)cc2O)ccc1O – GAA spleen mod: -2%
CCOc1ccccc1-c1nnc2n1N=C(c1cc(OC)ccc1OC)CS2 – GAA spleen mod: 1%
CC(C)(C)OC(=O)N1CCCC1C(=O)NC1COC2CC(n3ccc(=O)[nH]c3=O)OC12 (stereo not drawn) – GAA spleen mod: -6%
CC(C)[C@H](N)C(=O)N[C@@H](CCC(N)=O)C(=O)NCC(=O)N[C@@H](CCC(=O)O)C(=O)N[C@@H](CCC(=O)O)C(=O)N[C@@H](CO)C(=O)N[C@@H](CC(N)=O)C(=O)N[C@@H](CC(=O)O)C(=O)N[C@@H](CCCCN)C(=O)O – GAA spleen mod: 7%

Further records follow:
CSCC[C@H](N)C(=O)N[C@@H](CCCN=C(N)N)C(=O)N[C@@H](CC(C)C)C(=O)N[C@@H](Cc1ccccc1)C(=O)N[C@H](C(=O)O)C(C)C
  GAA spleen mod = 2%

O=C(O)c1ccc2c(c1)C(=O)N([C@H](Cc1c[nH]c3ccccc13)C(=O)O)C2=O
  GAA spleen mod = 7%

CCCC[C@H]1CCCO[C@@](C(=O)NCc2ccccn2)(C(F)(F)F)C1
  GAA spleen mod = 5%

CCC/C=C1/CCCOC(C(=O)NCc2ccc(S(C)(=O)=O)cc2)(C(F)(F)F)C1 (stereo not drawn)
  GAA spleen mod = 0%

CCC(C)C(NC(=O)OC(C)(C)C)C(=O)NC1COC2CC(n3ccc(NC(C)=O)nc3=O)OC12 (stereo not drawn)
  GAA spleen mod = -2%

CC(C)ON(CC(=O)NO)S(=O)(=O)c1ccc(-c2ccccc2)cc1
  GAA spleen mod = 2%

C[C@@H](C(=O)Nc1ccc2ccccc2c1)[C@H]1C[C@]1(C)[C@H](N)c1ccccc1
  GAA spleen mod = 5%

CS(=O)(=O)c1ccc(CNC(=O)C2(C(F)(F)F)C/C(=C/CCO)CCCO2)cc1 (stereo not drawn)
  GAA spleen mod = -12%

CC[C@H](C)[C@H](N)C(=O)N[C@@H](CCCNC(=N)N)C(=O)N[C@@H](CCC(N)=O)C(=O)NCC(=O)N1CCC[C@H]1C(=O)N[C@@H](CCCCN)C(=O)N[C@@H](CCC(=O)O)C(=O)N1CCC[C@H]1C(=O)N[C@@H](Cc1ccccc1)C(=O)N[C@@H](CCCNC(=N)N)C(=O)N[C@@H](CC(=O)O)C(=O)N[C@@H](Cc1ccc(O)cc1)C(=O)N[C@H](C(=O)N[C@@H](CC(=O)O)C(=O)N[C@@H](CCCNC(=N)N)C(=O)N[C@@H](Cc1ccccc1)C(=O)N[C@@H](Cc1ccc(O)cc1)C(=O)N[C@@H](CCCCN)C(=O)N[C@H](C(=O)N[C@@H](CC(C)C)C(=O)O)[C@@H](C)O)C(C)C
  GAA spleen mod = -2%

NC(C(=O)O)c1nn[nH]n1 (stereo not drawn)
  GAA spleen mod = 20%

COc1cccc(C2=Nn3c(nnc3-c3cccc(OC)c3OC)SC2)c1
  GAA spleen mod = -7%

O=S(=O)(O)c1ccc2c(c1)-c1nc-2nc2[nH]c(nc3nc(nc4[nH]c(n1)c1ccc(S(=O)(=O)O)cc41)-c1ccc(S(=O)(=O)O)cc1-3)c1ccc(S(=O)(=O)O)cc21
  GAA spleen mod = 1%

COc1ccc(CNC(=O)NS(=O)(=O)c2ccc(C)cc2)cc1
  GAA spleen mod = 0%

Cc1cccc2c3c(ccc12)C1=C(C(=O)C3=O)[C@@H](C)CO1
  GAA spleen mod = 3%

COCCNC(=O)C1(C(F)(F)F)CC(CCCO)CCCO1 (stereo not drawn)
  GAA spleen mod = -11%

Cc1ccc(SCC(c2ccccc2)N2CCN(CC(C)C)CCC2=O)cc1 (stereo not drawn)
  GAA spleen mod = 0%

CC[C@H](C)[C@H](N)C(=O)N[C@@H](CC(N)=O)C(=O)N1CCC[C@H]1C(=O)N[C@H](C(=O)N[C@@H](Cc1ccc(O)cc1)C(=O)N[C@@H](CCCN=C(N)N)C(=O)N[C@@H](CC(C)C)C(=O)N[C@@H](CCCN=C(N)N)C(=O)N[C@@H](Cc1ccc(O)cc1)C(N)=O)[C@@H](C)CC
  GAA spleen mod = -8%

CN1CCC(=O)N(C(CSc2ccc(Br)cc2)Cc2ccccc2)CC1 (stereo not drawn)
  GAA spleen mod = -8%

COc1cc(Br)c(CC2c3cc(OC)c(OC)cc3CCN2C)cc1OC (stereo not drawn)
  GAA spleen mod = -3%

O=C(NCc1ccccc1)C1(C(F)(F)F)C/C(=C\CCO)CCCO1 (stereo not drawn)
  GAA spleen mod = 0%

CC(O)(c1ccc(Cl)cc1)c1ccc(Cl)cc1
  GAA spleen mod = 3%

Nc1ccccc1S(=O)(=O)Nc1cccc2cccnc12
  GAA spleen mod = -3%&2%

NC(=O)C1O[C@@H](O)[C@H](O)[C@@H](O)[C@H]1O (stereo partly drawn)
  GAA spleen mod = 3%

COc1cc2c(cc1CC=C(C)C)C(=O)C[C@@H](c1ccc(O)cc1)O2
  GAA spleen mod = -4%

O=C(O)c1cc(N=Nc2ccc(-c3ccc(N=Nc4ccc(O)c(C(=O)O)c4)cc3)cc2)ccc1O
  GAA spleen mod = -7%

4 entries from above in another layout.
Compound	GAA spleen mod
COc1cc(Br)c(CC2c3cc(OC)c(OC)cc3CCN2C)cc1OC (stereo not drawn)	-3%
O=C(NCc1ccccc1)C1(C(F)(F)F)C/C(=C\CCO)CCCO1 (stereo not drawn)	0%
CC(O)(c1ccc(Cl)cc1)c1ccc(Cl)cc1	3%
Nc1ccccc1S(=O)(=O)Nc1cccc2cccnc12	-3%&2%
